# Bioassay records: PubChem BioAssay, Sanford-Burnham Center for Chemical Genomics
# tim10-1 inh – tim10-1 yeast growth inhibition. S. cerevisiae tim10-1 ts strain growth, BacTiter-Glo, 24 h. inhibition, % at 20 µM. 330,000 compounds, 2.2% hits. AID 463190;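 active means inhibition of at least 40%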;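 further: mutant grown at 25 °C; 0% = DMSO wells with yeast and 100% = wells holding no yeast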
# UPR XBP1 act – activators of adaptive arm of unfolded protein response (XBP1). 330,000 compounds, 0.33% hits. activation, % at 20 µM. CHO-XBP1 luciferase reporter, IRE1-XBP1 UPR activation, luminescence; percent of tunicamycin response, DMSO as zero;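 active means versus positive control, 20 µM dose yields 30% or more activation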;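 further: 100% = tunicamycin at 10 µg/mL and 0% = DMSO only wells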
#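 incubation = overnight seeding at 37 °C, 6 h compound treatment at 37 °C | assay system = CHO-XBP1 cells stably carrying IRE1-XBP1-driven luciferase reporter | input = 1000 cells per well | detection = luciferase luminescence | dosing = single point, 20 µM final compound, 1% DMSO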
# TIM10 inh – TIM10 yeast growth inhibition. S. cerevisiae TIM10 strain growth, BacTiter-Glo luminescence, 24 h. inhibition, % at 10 µM. 330,000 compounds, 1.4% hits. AID 463195;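 active means inhibition of 40% or more at the single tested concentration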;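 further: wild-type TIM10 isogenic control strain grown at permissive 25 °C; 0% = DMSO yeast wells and 100% = minimal medium wells without yeast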
# CHOP UPR activ – apoptotic UPR (CHOP) activation; CHO-CHOP luciferase reporter, luminescence; percent of tunicamycin response over DMSO baseline; activation, % at 10 µM; 330,000 compounds, 0.34% hits;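 active means at 10 µM dose, activation of 40% or more, normalized to positive control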;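 further: 100% = tunicamycin at 10 µg/mL and 0% = DMSO alone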
#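 Test system: CHO CHOP reporter cells. Input: 500 CHO-CHOP cells per well. Medium: F12 with 10% FBS. Technique: luciferase luminescence. Measure: percent activation relative to tunicamycin control. Dosing: 10 µM compound, 0.5% DMSO. Timing: 16-18 h cell attachment, then 6 h compound exposure, 37 °C.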
# CXCR6 block – CXCR6 (human) receptor inhibition; O00574; CHO-K1 PathHunter CXCR6 beta-arrestin, luminescence; inhibition, % at 20 µM; 360,000 compounds, 0.36% hits; in the data active means inhibition above about 34%, passing the limit was not always enough;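 further: antagonist mode with CXCL16 agonist at 10 nM final; 0% = 10 nM CXCL16 with DMSO and 100% = unstimulated wells without agonist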
# tim23-1 inh – tim23-1 yeast growth inhibition; inhibition, % at 20 µM; S. cerevisiae tim23-1 growth, BacTiter-Glo luminescence, 24 h; 330,000 compounds, 1.3% hits; AID 463212;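 active means growth inhibition of the mutant yeast at or above 50%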;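 further: temperature-sensitive mutant grown at 25 °C; plate controls were DMSO-treated mutant yeast for no effect and medium wells lacking yeast for full effect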
# APJ antagonist – blocks the human apelin receptor APJ; P35414; inhibition, % at 20 µM; CHO-K1 APJ beta-arrestin complementation, luminescence; 330,000 compounds, 0.32% hits; AID 2521;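 active means inhibition above about 40% at 20 µM, limit read from the data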;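 further: cells challenged with 10 nM apelin-13 agonist together with compound; plate controls were apelin-13 plus DMSO wells for no effect and DMSO wells lacking apelin-13 for full effect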
# Mdm2-MdmX inh – disrupts the human Mdm2-MdmX interaction. SaOS-2 split-luciferase Mdm2/MdmX complementation, luminescence. inhibition, % at 8 µM. 330,000 compounds, 3% hits. AID 485346;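 active means inhibition of at least 50% at 8 µM in the primary screen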
# APJ agonist – activates the human apelin receptor APJ; P35414; CHO-K1 APJ PathHunter beta-arrestin, luminescence; 0% DMSO wells, 100% apelin; activation, % at 20 µM; 330,000 compounds, 0.11% hits;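 active means activation more than six SD over the plate average, tested at 20 µM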;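 further: 0% = DMSO alone and 100% = apelin-13 at 10 nM; some results filed as inactive read as strong as hits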
#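 Test system – PathHunter CHO-K1 APJ (AGTRL-1) beta-arrestin reporter cells · Input – 1000 cells/well · Compound – single test compound dose, 20 µM final, 1% DMSO · Times – compound stimulation 90 min at 25 °C, detection 60 min · Technique – beta-gal luminescence · Read-out basis – APJ–arrestin association signal · Control set – negative DMSO alone, positive Apelin-13 at 10 nM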
# The depositor's hits bear a star; nt = no result given. Some of the compounds tested; rates above refer to the full screens.
SMILES,tim10-1 inh,UPR XBP1 act,TIM10 inh,CHOP UPR activ,CXCR6 block,tim23-1 inh,APJ antagonist,Mdm2-MdmX inh,APJ agonist
CCOc1ccccc1CN1CCN(S(=O)(=O)CC)CC1,-18.5,-5.0,-10.8,-1.8,-0.6,-10.5,6.4,-3.7,3.7
COc1cccc(NC(=S)N2CCCN(Cc3ccc(F)cc3)C2)c1,-4.2,-3.9,-2.4,2.0,9.8,-4.0,6.5,-0.1,-1.2
CCc1ccc(CN(C)CC(=O)Nc2ccccc2[N+](=O)[O-])cc1,8.3,0.3,-2.4,-2.4,7.1,20.0,-3.4,-1.7,3.3
CSc1cccc(NC(=O)CSc2ccc(C)cc2)c1,1.6,0.4,4.5,-0.2,3.3,3.0,1.3,-29.4,1.3
c1cncc(-c2ccc3ncnc(NCc4cccs4)c3c2)c1,16.8,5.3,14.1,-0.1,-27.5,22.0,-2.7,16.9,-0.1
CCn1nc(C)c(CNC(=O)CCc2nnc(-c3ccc(C(C)=O)s3)o2)c1C,21.4,-0.3,-4.3,2.2,-4.1,-2.7,2.9,9.3,-2.8
CC1CN(C(=O)/C(=C/c2ccco2)NC(=O)c2ccccc2)CC(C)O1 (stereo not given),-1.2,-3.0,8.7,1.0,-0.2,4.9,9.2,-10.3,-4.6
Cc1[nH]n(-c2ccccc2)c(=O)c1C(=O)c1ccc([N+](=O)[O-])cc1,18.1,1.7,3.9,-0.7,7.8,12.6,12.9,-9.9,-2.9
CC1CCCCN1S(=O)(=O)c1ccc(S(=O)(=O)N2CCCC2)cc1 (stereo not given),5.5,-5.2,-0.6,-0.3,1.1,21.2,9.2,15.0,-2.1
COc1ccccc1OCCn1c(=O)oc2ccc(C)cc21,14.3,-1.9,4.7,3.1,4.6,9.2,16.4,3.5,-3.7
CC1CN(Cc2ccccc2)c2nc3c(c(=O)[nH]c(=O)n3C)n2C1 (stereo not given),3.3,2.9,-13.7,0.5,4.6,-2.7,-13.8,13.3,-0.6
O=C(Nc1ccc(Br)cc1)C1CC(O)CN1C(=O)OCc1ccccc1 (stereo not given),-17.5,-2.2,8.7,2.0,-2.0,6.9,4.3,-16.3,-1.8
O=C(CCC(=O)OCCCC(F)(F)C(F)(F)F)Nc1ccc(Cl)cc1Cl,3.1,-3.1,-6.2,-3.9,-1.0,11.8,-8.2,7.6,-2.8
CC(=O)N1c2ccc(S(=O)(=O)NCCC(=O)NCc3ccc(N(C)C)cc3)cc2CC1C (stereo not given),2.9,-3.2,-0.9,0.3,-2.4,10.4,-9.8,16.8,3.0
CCOc1ccc(Nc2cc(=O)n(C)c(=O)n2C)cc1,9.4,0.2,-7.8,-1.7,-9.3,11.2,-3.0,10.7,4.4
C=CCN1C(=O)C(O)(CC(=O)c2ccc(OC)cc2OC)c2cc(Br)ccc21 (stereo not given),20.9,-6.1,15.7,-0.5,0.7,46.0,-5.2,20.9,2.0
CC(C)C1Oc2cc3oc(=O)ccc3cc2C1=O (stereo not given),4.6,-3.6,9.4,0.8,4.3,11.5,2.7,23.8,-2.6
O=C(O)Cc1cc(I)c(Oc2ccc(O)c(I)c2)c(I)c1,26.3,-6.2,5.8,0.6,nt,38.8,-12.5,52.9*,-2.3
CS(=O)(=O)N(CC(=O)Nc1ccc(F)cc1F)C1CCCCC1,0.9,-2.4,-4.7,0.5,-0.9,0.3,1.7,12.9,-3.5
COCCOC(=O)C1=C(C)NC(=O)NC1c1ccc(OC(=O)c2ccco2)c(OC)c1 (stereo not given),0.6,-0.1,6.7,-1.5,-3.4,-3.7,4.9,12.5,-0.3
CCCC(=O)C1C(=O)CC(C)(C)C(c2cc(C)no2)C1=O (stereo not given),8.1,-3.2,-12.6,-1.1,-11.4,-6.3,8.4,-17.4,5.8
CCSc1ccccc1-c1nc(-c2ccncc2)no1,-101.7,-3.4,-30.5,-0.3,-3.4,-46.7,-12.9,-46.8,-1.0
N#Cc1cccc(NC(=O)CCN2C(=O)C3CCCCC3C2=O)c1 (stereo not given),16.3,0.9,-4.6,-0.4,1.7,0.6,4.7,-20.2,-2.9
O=C(Nc1ccc2c(c1)OCO2)C1CCCN1C(=O)Nc1ccccc1 (stereo not given),-24.4,-3.0,7.8,-1.0,2.2,-3.1,5.6,-7.8,-2.8
Cc1cc(=O)n(CCc2ccccc2)c(O)c1C#N,16.6,0.1,6.7,-1.0,-4.9,2.7,-5.1,-2.9,-2.5
Cc1cccc(C(=O)N2CCCCCC2)c1[N+](=O)[O-],5.9,-2.5,2.4,-1.8,3.9,1.1,4.2,13.1,-1.9
COCC(=O)N(c1ccccc1)C(C)C(=O)OC (stereo not given),9.9,-0.8,18.7,-0.6,2.2,2.7,-11.7,-3.0,-3.8
COC(=O)CC1=C(C(=O)OC)C(c2cccs2)C(C#N)=C(N)O1 (stereo not given),14.6,-2.9,19.6,-2.7,3.3,21.5,-1.6,12.3,0.1
CC1CCN(S(=O)(=O)c2ccc3[nH]c(=O)cc(C(=O)O)c3c2)CC1,1.8,-0.4,5.2,0.4,-0.2,12.4,6.3,-12.1,-3.0
Cc1ccc2nc(SCC(=O)N3c4ccccc4CC3C)c(C)cc2c1 (stereo not given),6.5,-1.9,-12.2,-0.6,9.7,21.4,1.5,6.6,-1.4
Cc1ccc(S(=O)(=O)CCC(=O)OC(C)C(=O)c2c(C)[nH]c3ccccc23)cc1 (stereo not given),10.5,-4.2,-2.8,0.1,8.5,6.9,-14.3,18.0,-0.3
COc1ccccc1NC(=O)C(C)Nc1ccc(C)c(Cl)c1 (stereo not given),19.1,-1.0,-0.1,-2.0,2.3,21.3,-23.1,3.6,-0.7
CC(=O)Nc1cnn(Cc2ccc(Br)cc2)c1,8.3,-2.0,6.5,-1.3,-6.7,1.1,-7.2,23.8,-4.5
COC(=O)c1c(-c2ccc(SC)cc2)sc2ccc(OC)cc12,3.8,5.3,1.1,6.5,-0.2,21.3,4.0,-188.9,-1.5
COc1ccc(CNC(=O)[C@H](Cc2c[nH]c3ccccc23)NC(C)=O)cc1OC,-1.1,-0.5,-8.0,0.3,-14.3,-1.2,10.2,10.9,-2.4
Cc1c(Cl)c([N+](=O)[O-])nn1CC(=O)NC(C)C1CC2CCC1C2 (stereo not given),-0.8,-4.4,-5.2,-0.8,5.2,0.3,-2.0,-9.4,-1.9
COCCNC(=O)C(c1ccc(C)cc1)N(Cc1ccco1)C(=O)CCC(=O)Nc1ccccn1 (stereo not given),-0.1,-3.3,-6.2,-0.4,8.6,16.9,1.4,-9.3,1.0
COc1ccc(Cl)cc1S(=O)(=O)N1CCN(C)CC1,5.4,-6.0,8.7,-0.6,-0.8,15.4,9.1,26.6,-4.4
CSc1nnc(C)c(=O)n1COC(=O)COc1ccc(Cl)cc1,15.7,-2.1,6.8,0.7,-12.1,5.8,5.8,-6.2,-4.4
Cc1ccc(N(CC(=O)Nc2cc(Cl)ccc2Oc2ccccc2)S(C)(=O)=O)c(C)c1,16.8,-6.1,-1.1,-2.2,1.2,3.1,13.9,12.5,1.2
Cc1cc(C)cc(NC(=O)C(=O)NCC2CCCN2S(=O)(=O)c2cccs2)c1 (stereo not given),-2.4,2.0,5.2,0.0,0.8,12.0,-59.8,19.1,-1.1
C=CCn1c(=O)c2ccc(C(=O)NCc3ccccc3)cc2n(Cc2ccc(C)cc2)c1=O,-1.5,43.8*,-7.8,1.1,-4.2,-12.8,11.1,17.6,-1.9
Brc1cccc(-c2nnc(SCc3ccon3)n2-c2ccccc2)c1,40.6*,1.3,26.3,-1.5,2.5,44.6,-49.5,5.5,-1.1
Cc1cc(C(C)(C)C)oc1C(=O)N(CC(=O)NC1CCCC1)c1ccc(F)cc1,27.9,1.8,-1.3,-0.6,11.9,36.1,-3.9,8.7,-2.1
O=C(c1cc(COc2ccc(F)cc2Cl)on1)N1CCN(C2CCCC2)CC1,36.9,-3.4,35.9,3.2,2.5,29.6,3.8,-3.6,7.5
C=CCn1c(SCC(=O)NC(N)=O)nnc1-c1cc2c(s1)CCC(CC)C2 (stereo not given),9.9,1.5,-2.1,-0.1,3.6,14.8,-4.4,-16.9,-2.9
CC(C)(O)C#Cc1ccc(C(=O)N2CCC(CCC(=O)NC3CC3)CC2)cc1,-6.3,-1.5,-3.6,2.2,-2.2,8.5,14.2,22.1,-9.4
O=C(CCCCCNC(=O)c1ccccc1)N/N=C/c1ccccc1O,-19.2,-1.1,-9.3,2.6,-12.2,-12.3,12.7,18.9,-3.0
C=CC[C@H](CC(=O)N[C@H](CO)Cc1ccccc1)C(=O)N[C@@H](COC(=O)[C@@H](CC=C)Cc1ccc(F)cc1)Cc1c[nH]c2ccccc12,2.7,8.2,-2.5,8.5,5.9,5.1,-0.2,34.9,-4.0
Cc1ccsc1C(=O)OCc1nc2ccccc2c(=O)[nH]1,-1.4,2.7,23.1,3.3,-8.5,27.5,11.7,-26.9,-0.8
CN(C)CCNC(C(=O)Nc1cccc(C(F)(F)F)c1)c1ccccc1 (stereo not given),-1.3,-0.3,-10.4,-1.3,-4.0,-5.1,12.7,22.9,-2.0
O=C(Nc1nccs1)c1ccc2nccnc2c1,24.5,1.8,41.2*,1.2,1.1,40.0,-3.7,-24.2,-2.7
O=C(Nc1nnc(Cc2ccc(Cl)cc2)s1)c1cccnc1,16.1,1.0,22.4,-2.5,-1.0,1.2,15.2,10.6,-0.9
CC(=O)OC1=C(C#N)Cn2ccc3cccc1c32,8.8,-4.8,9.3,-3.7,nt,0.7,-21.2,25.1,1.4
Cc1cccc(N2CC(C(=O)Nc3ccc(S(=O)(=O)N4CCCCC4)cc3)CC2=O)c1C (stereo not given),-1.4,-1.3,13.6,1.5,-11.3,15.0,-2.7,4.5,-0.6
O=C(c1ccco1)N1CCN(Cc2ccc(F)cc2)CC1,-5.4,-1.8,-4.6,-0.9,4.0,0.4,-13.2,-5.2,-1.8
CC(=O)N1c2ccc(S(=O)(=O)N3CCCC(C(=O)N4CCCC(C)C4)C3)cc2CC1C (stereo not given),31.5,-2.0,2.1,-2.8,-13.6,28.6,11.4,30.7,2.4

# Among those listed so far, these contain a CF3 group:
SMILES,tim10-1 inh,UPR XBP1 act,TIM10 inh,CHOP UPR activ,CXCR6 block,tim23-1 inh,APJ antagonist,Mdm2-MdmX inh,APJ agonist
O=C(CCC(=O)OCCCC(F)(F)C(F)(F)F)Nc1ccc(Cl)cc1Cl,3.1,-3.1,-6.2,-3.9,-1.0,11.8,-8.2,7.6,-2.8
CN(C)CCNC(C(=O)Nc1cccc(C(F)(F)F)c1)c1ccccc1 (stereo not given),-1.3,-0.3,-10.4,-1.3,-4.0,-5.1,12.7,22.9,-2.0
